Peg3 promoter: Peg3 promoter-driven luciferase inhibitors, primary screen, cell-based, HeLa, luciferase luminescence. HeLa PEG-Prom luciferase reporter, overnight. inhibition, % at 20 µM. hit rate 1.7% among 360,000. AID 588405, 2011;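 active = inhibition of at least 50% at 20 µM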
TWEAK-Fn14 inh: inhibitors of TWEAK-Fn14 signaling, primary screen, luciferase reporter cells, uHTS | AID 1159606, 2016 | TWEAK-stimulated Fn14 reporter cells, luciferase luminescence, 8 h | inhibition, % at 10 µM | hit rate 2% among 360,000; in the data active = inhibition above about 50%
MITF TRPM1 inh: inhibitors of MITF-dependent TRPM1 promoter reporter, primary screen, cell-based, SK-MEL-5, single point, luciferase; SK-MEL-5 TRPM1 promoter luciferase, 24 h; inhibition, % at 12.5 µM; hit rate 0.83% among 330,000; AID 488899, 2010;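 active = mean inhibition across replicates of 60% or more, whatever share of single replicates reaches that level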; note: values of inactives mirror those of a sister screen read the other way
KKLEB tox: cytotoxicity in KKLEB CF airway cells, primary screen, cytotoxicity control for CF NF-kB inhibitor project, cell-based, uHTS, fluorescence assay plates; hit rate 0.36% among 360,000; KKLEB CF airway cells viability, ATPlite luminescence, overnight; stronger effect = lower value; cells stimulated with P. aeruginosa culture filtrate; activity change (cytotoxicity), % at 5 µM;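 active = corrected activity change at or below -50% at 5 µM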
Shn3 inh set2: reduction of Shn3 3'UTR firefly luciferase signal, primary screen, Schnurri-3 inhibitor project, cell-based, Clone20 osteoblasts, set 2; Clone20 osteoblast Shn3 3'UTR firefly luciferase, 24 h; inhibition, % at 12.5 µM; hit rate 0.52% among 360,000;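 active = mean inhibition of at least 75% with every replicate also reaching 75%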;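 note: 0% = median of neutral control wells and 100% = pilot-screen positive control compound; some compounds past the cut are filed as inactive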
HIF-2a inh: HIF-2a reporter inhibitors, primary screen, luminescence, 786-0 RCC cells | inhibition, % at 18.8 µM | hit rate 0.72% among 360,000 | 786-0 RCC cells HIF-2a reporter, luciferase luminescence, overnight;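 active = inhibition of the luminescence signal of 40% or more relative to plate controls, in a single-dose primary screen at 18.75 µM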
NR2E3 ag-1: NR2E3 agonists in two-hybrid cells, primary screen, cell-based, luminescence, CHO-S, Gal4-NCOR/VP16-NR2E3. Photoreceptor-specific nuclear receptor (Homo sapiens), Q9Y5X4. luciferase. inhibition of corepressor binding, % at 3.98 µM. hit rate 0.35% among 360,000. AID 602229, 2012;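 active = inhibition above the mean of all tested compounds plus 3 SD, cut at about 70% in these data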;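 note: 0% = DMSO with NR2E3 transfected cells and 100% = cells lacking NR2E3 construct; higher means lower luciferase signal from less NR2E3 corepressor binding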
Target sequence (Q9Y5X4 whole entry, looked up, the tested form may be a part): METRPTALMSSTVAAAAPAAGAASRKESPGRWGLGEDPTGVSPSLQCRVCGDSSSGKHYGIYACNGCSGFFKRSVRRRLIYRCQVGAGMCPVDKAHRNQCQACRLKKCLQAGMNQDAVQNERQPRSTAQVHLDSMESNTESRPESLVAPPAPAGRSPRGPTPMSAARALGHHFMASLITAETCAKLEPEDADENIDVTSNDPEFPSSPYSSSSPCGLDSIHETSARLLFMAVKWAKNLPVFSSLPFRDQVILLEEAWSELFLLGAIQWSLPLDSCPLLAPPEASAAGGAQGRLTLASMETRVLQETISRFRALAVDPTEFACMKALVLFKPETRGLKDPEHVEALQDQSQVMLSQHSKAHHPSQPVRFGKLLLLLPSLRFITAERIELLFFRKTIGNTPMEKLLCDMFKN
aDG glyco act: activators of alpha-DG glycosylation, primary screen, uHTS, Pro5-aDG cells, AlphaScreen | alpha-DG glycosylation AlphaScreen (IIH6); 0% Pro5, 100% B10-LARGE cell signal | activation, % at 10 µM | hit rate 0.22% among 360,000 | AID 624168, 2012;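 active = activation of at least 8% versus controls, or a plate z-score of at least 8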;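 note: Pro5 are CHO cells carrying HIG-tagged alpha-DG that lacks glycosylation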
CF NFkB block: inhibitors of PAF-induced NF-kB signaling, primary screen, cell-based, GFP fluorescence, uHTS; KKLEB NF-kB-GFP reporter, GFP fluorescence overnight; inhibition, % at 5 µM; hit rate 0.86% among 360,000; AID 588850, 2011;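 active = at least 50% inhibition at 5 µM, scaled per plate between neutral and stimulator controls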;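 note: PAF is a Pseudomonas aeruginosa culture filtrate used as stimulus; plate controls were PAF-stimulated DMSO wells for no effect and unstimulated DMSO wells for full effect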
NR2E3 ag-2: inhibitors of NR2E3-RetCOR corepressor binding, primary screen, NR2E3 agonist project, biochemical, TR-FRET, GST-NR2E3, biotin-RetCOR; Photoreceptor-specific nuclear receptor (Homo sapiens), Q9Y5X4; 1536-well; inhibition of corepressor binding, % at 4.78 µM; hit rate 0.12% among 320,000; AID 2300, 2010;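 active = percent inhibition above the cutoff of mean plus 3 SD of all tested compounds, set per screening campaign, cut at about 20% in these data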;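 note: 0% = DMSO wells and 100% = biotin wells as full block of FRET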
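Material: NR2E3–RetCOR corepressor complex / Incubation: Compound–protein incubation for 5 h at 4 °C / Dosing: compound at 4.8 µM, single dose / Detection: time-resolved FRET / Benchmarks: high control biotin, low control 0.6% DMSO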
iPSC survival up: enhancers of single-cell hiPSC survival, primary screen, ATPlite luminescence; 100% = ROCK inhibitor wells, 0% = DMSO; AID 602274, 2012; hit rate 0.044% among 360,000; survival enhancement, % at 20 µM; in the data active = survival enhancement above about 18%;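 note: cells exposed to compounds for 16 hours before the ATP read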
* marks the source's active call; other numbers are inactive results; / = not tested or not shown.

SMILES	Peg3 promoter	TWEAK-Fn14 inh	MITF TRPM1 inh	KKLEB tox	Shn3 inh set2	HIF-2a inh	NR2E3 ag-1	aDG glyco act	CF NFkB block	NR2E3 ag-2	iPSC survival up
C=CCNC(=O)/C(C#N)=C/c1cc(Br)ccc1OC	15	-14	9	-11	-4	35	6	0.3	12	-4	0.5
Cc1cc(C)n(-c2nc3ccccc3c(=O)n2OCC#N)n1	-31	-6	6	6	70	-117	15	-0.2	-8	/	-0.5
CCN(CC)c1ccc(/C=N/N2CCN(c3ccccc3OC)CC2)cc1	2	-2	-2	-4	-5	-24	7	-0.1	-22	3	0.9
O=C(CCC(=O)NC1CCCCC1)N/N=C/c1ccncc1	7	-1	4	5	-13	7	-16	0.1	-11	0	1.4
CC1(C(=O)NS(=O)(=O)c2cccc(Cl)c2)CCN1C(=O)Cc1cccs1 (centres undefined)	-6	-10	/	2	-7	-7	-1	0.0	3	/	1.6
COc1ccc(N(CC(=O)NC2CCS(=O)(=O)C2)S(=O)(=O)c2cc(C)ccc2C)cc1 (centres undefined)	19	-1	6	2	13	15	8	0.1	-8	/	6.0
CCOC(=O)C(CC)Sc1nc2c(c(=O)[nH]c(=O)n2C)n1CCc1ccccc1 (centres undefined)	8	2	-19	3	12	11	12	0.2	-4	0	-0.8
OC(c1ccc(-c2ccccc2)cc1)c1ncc(-c2ccccc2)[nH]1 (centres undefined)	15	10	/	-4	-23	8	8	0.1	2	/	-1.7
COc1ccc(C(=O)NCCc2nnc(SCC(=O)Nc3ccccc3)n2C)cc1	-53	-2	-19	-6	-5	-89	17	0.3	9	1	-1.4
Cc1nn(Cc2ccc(C(=O)N3CCN(C(=O)c4ccco4)CC3)o2)c(C)c1[N+](=O)[O-]	13	4	7	4	-2	10	5	-0.2	16	2	-0.2
CC(CC(=O)O)CC1=NS(=O)(=O)c2ccccc2N1 (centres undefined)	6	-7	-5	1	1	16	5	-0.1	4	-2	-3.9
O=C(ON=C1CCN(S(=O)(=O)c2ccccc2)CC1)c1ccccc1	7	5	1	-13	-23	10	7	-0.2	-3	0	0.6
COc1cccc(OCCNCc2ccccc2)c1	-6	15	3	-10	20	-11	-31	0.1	11	3	-0.3
CCCCn1c(N)c(N(CCOC)C(=O)CSc2nc3ccc(C)cc3[nH]2)c(=O)[nH]c1=O	-2	9	10	10	16	-2	3	0.0	-10	2	-0.7
O=C(NNS(=O)(=O)c1ccccc1)c1ccc([N+](=O)[O-])cc1	7	11	3	-5	-10	12	-10	0.0	-14	1	1.1
CC(C)(C)C(=O)Nc1ccc(C(=O)CSc2nnc(C3CC3)n2C2CC2)cc1	2	0	-10	1	3	11	2	-0.1	-5	0	-2.9
Cc1cc(C)c(NC(=O)C2CC3CCC2C3)c(C)c1 (centres undefined)	-27	13	0	5	-8	-47	-16	0.1	17	-1	-0.6
O=C(/C=C/c1ccc(F)cc1)OCC(=O)c1ccc[nH]1	-114	-11	-38	1	-63	-108	-25	0.1	-28	2	0.2
CC(NS(=O)(=O)c1ccccc1)C(=O)NCCc1ccccn1 (centres undefined)	11	2	9	13	16	17	-8	0.2	9	4	-1.8
NC(=S)N/N=C/c1cn(-c2ccccc2)nc1-c1cccnc1	-79	-5	-35	-8	-18	-82	10	0.3	-24	0	-0.2

3 entries from above, sorted by number of heavy atoms, rising:
SMILES	Peg3 promoter	TWEAK-Fn14 inh	MITF TRPM1 inh	KKLEB tox	Shn3 inh set2	HIF-2a inh	NR2E3 ag-1	aDG glyco act	CF NFkB block	NR2E3 ag-2	iPSC survival up
Cc1cc(C)c(NC(=O)C2CC3CCC2C3)c(C)c1 (centres undefined)	-27	13	0	5	-8	-47	-16	0.1	17	-1	-0.6
O=C(NNS(=O)(=O)c1ccccc1)c1ccc([N+](=O)[O-])cc1	7	11	3	-5	-10	12	-10	0.0	-14	1	1.1
CCCCn1c(N)c(N(CCOC)C(=O)CSc2nc3ccc(C)cc3[nH]2)c(=O)[nH]c1=O	-2	9	10	10	16	-2	3	0.0	-10	2	-0.7

Record cards, as listed above. Screens in order: Peg3 promoter | TWEAK-Fn14 inh | MITF TRPM1 inh | KKLEB tox | Shn3 inh set2 | HIF-2a inh | NR2E3 ag-1 | aDG glyco act | CF NFkB block | NR2E3 ag-2 | iPSC survival up
O=C(/C=C/c1ccc(F)cc1)OCC(=O)c1ccc[nH]1 is listed as -114 | -11 | -38 | 1 | -63 | -108 | -25 | 0.1 | -28 | 2 | 0.2
COc1cccc(OCCNCc2ccccc2)c1 is listed as -6 | 15 | 3 | -10 | 20 | -11 | -31 | 0.1 | 11 | 3 | -0.3
CC(C)(C)C(=O)Nc1ccc(C(=O)CSc2nnc(C3CC3)n2C2CC2)cc1 is listed as 2 | 0 | -10 | 1 | 3 | 11 | 2 | -0.1 | -5 | 0 | -2.9
Cc1cc(C)c(NC(=O)C2CC3CCC2C3)c(C)c1 (centres undefined) is listed as -27 | 13 | 0 | 5 | -8 | -47 | -16 | 0.1 | 17 | -1 | -0.6

Remaining list, next part.
SMILES	Peg3 promoter	TWEAK-Fn14 inh	MITF TRPM1 inh	KKLEB tox	Shn3 inh set2	HIF-2a inh	NR2E3 ag-1	aDG glyco act	CF NFkB block	NR2E3 ag-2	iPSC survival up
CCC(C)NCCCCOc1ccc(Cl)cc1C (centres undefined)	-6	-4	8	-5	-17	4	-11	1.3	21	-1	-0.7
CCCN(CC(=O)Nc1cc(Cl)ccc1Cl)C(=O)/C=C/c1cc(OC)ccc1OC	35	-2	/	6	21	21	4	0.4	8	/	-0.5
COc1ccccc1OS(=O)(=O)c1ccc(NC(C)=O)cc1	2	29	5	17	-14	3	-4	0.0	-8	-1	-0.5
Cc1cc(/C([O-])=C(/C(=S)Nc2ccc(F)cc2)[n+]2ccccc2)c(C)n1Cc1ccccc1Cl	-15	7	-9	-2	7	-42	-27	0.0	1	-1	0.3
COc1cc(C(=O)NCC2CCCO2)ccc1OCc1ccc(Cl)cc1Cl (centres undefined)	6	1	-7	-2	6	-6	-20	0.0	-9	2	-0.2
Fc1ccc2nc(Nc3ccccc3)sc2c1	-289	-16	-85	-2	-97	-298	-86	0.0	-14	4	1.0
COc1ccccc1C(=O)Nc1ccc(N2CCCCC2)cc1	-196	-12	-40	-11	-90	-202	-166	-0.4	0	-3	-1.4
Nc1ncnc2c1ccn2[C@H]1CN(Cc2ccc3c(c2)OCO3)C[C@@H](COC(=O)c2ccccc2)O1	1	-6	/	-3	8	8	21	-0.4	5	/	3.1
COc1cccc(/C=N/NC(=O)C(=O)N/N=C/c2cccc(OC)c2OC)c1OC	7	-20	2	2	-5	4	1	-0.3	-5	-1	0.1
Cc1ccc(C(=O)NC2=NCCS2)cc1Cl	-273	10	-58	7	-100	-337	-179	-0.1	-10	/	0.0
CN(CC1CCOCC1)C(=O)CC1C(=O)NCCN1Cc1cccc(C(F)(F)F)c1 (centres undefined)	-10	16	0	-1	3	5	-22	0.1	1	/	-0.6
COc1ccc(C=C2SC(=O)NC2=O)cc1OC	-81	-25	-19	-26	-18	-126	-69	0.0	28	/	-0.3
CCOC(=O)CSc1nc(-c2ccccc2)nc2c1oc1ccccc12	11	10	16	1	8	20	-16	0.0	8	0	-1.0
COc1cc2c(cc1NC(=O)COc1ccccc1OC)oc1ccccc12	15	-30	-11	-27	11	-27	-28	0.1	18	4	0.4
Cn1c(N)c(C(=O)COC(=O)Cc2ccccc2F)c(=O)n(C)c1=O	-22	-6	-7	14	5	-1	-3	0.0	-15	/	3.4
O=C(N/N=C/C=C/c1ccccc1)NC1CCCCC1	-46	-32	-8	-7	-5	-109	-6	-0.1	-7	-3	1.5
CCn1c(SCC(=O)NC2CC2)nnc1-c1cccs1	-5	14	4	12	-24	4	1	0.0	23	1	0.8
COc1ccccc1NC(=O)CCCC(=O)OCC(F)(F)C(F)F	11	63*	7	6	-6	-13	5	-0.1	-24	-2	-0.5
Cc1ccc(C(=O)Nc2ccc3ccccc3n2)cc1	-218	-2	-34	0	-11	-244	-166	0.0	-30	4	0.3
COc1cc(C=NO)nc(-c2ccccn2)c1	52*	0	79*	-16	93*	2	11	1.5	18	/	-2.4
O=C(NCc1ccccc1Cl)c1ccc(NC2=NC3CS(=O)(=O)CC3S2)cc1 (centres undefined)	11	-6	/	-1	-14	2	21	-0.1	6	4	-0.2
CCSc1nsc(SCC)c1C(N)=O	16	1	4	19	4	-3	-21	0.2	6	2	-2.1
O=C1/C(=C\c2ccco2)SC(=S)N1C1CCS(=O)(=O)C1 (centres undefined)	22	34	/	-2	1	14	-5	0.2	11	-2	-0.1
O=C(O)Cn1c(-c2ccccc2)cc2ccccc21	4	-11	4	0	5	20	-14	-0.1	3	1	-0.6
Cc1cccc2cc(CN(CC3CCCO3)C(=O)c3cnccn3)c(=O)[nH]c12 (centres undefined)	12	-11	11	6	-10	14	8	0.4	-6	/	7.5
O=C(CC1(O)C(=O)N(CCc2ccccc2)c2ccccc21)c1ccco1 (centres undefined)	-18	86*	9	2	-9	4	-15	0.2	12	-1	1.3
CCOC(=O)c1c(NC(=O)CCS(=O)(=O)c2ccccc2)sc2c1CC(C)(C)NC2(C)C	0	4	-11	2	3	12	-13	2.8	-2	2	-0.3
C/C(=N/NC(=O)c1ccoc1C)c1cccc(NC(=O)C2CC2)c1	-32	-14	10	7	-2	-26	-116	-0.2	-14	3	-0.8
Cc1ccc(C)n1-c1sc2c(c1C#N)CCC(C)C2 (centres undefined)	-1	-1	-8	-10	-2	-3	-32	-0.3	1	3	-1.4
CCS(=O)(=O)N1Cc2ccccc2CC1C(=O)Nc1nnc(SCc2ccc(F)cc2)s1 (centres undefined)	-2	25	5	-4	5	1	-3	-0.2	6	-3	-0.6

3 records drawn at random from those above:
SMILES	Peg3 promoter	TWEAK-Fn14 inh	MITF TRPM1 inh	KKLEB tox	Shn3 inh set2	HIF-2a inh	NR2E3 ag-1	aDG glyco act	CF NFkB block	NR2E3 ag-2	iPSC survival up
CCOC(=O)c1c(NC(=O)CCS(=O)(=O)c2ccccc2)sc2c1CC(C)(C)NC2(C)C	0	4	-11	2	3	12	-13	2.8	-2	2	-0.3
O=C1/C(=C\c2ccco2)SC(=S)N1C1CCS(=O)(=O)C1 (centres undefined)	22	34	/	-2	1	14	-5	0.2	11	-2	-0.1
O=C(NCc1ccccc1Cl)c1ccc(NC2=NC3CS(=O)(=O)CC3S2)cc1 (centres undefined)	11	-6	/	-1	-14	2	21	-0.1	6	4	-0.2

High-throughput results as filed in PubChem BioAssay.
